Screening data from PubChem BioAssay.
PRMT1 FP inh: PRMT1 (human) inhibition, primary screen | Q99873 | recombinant PRMT1, activity-based probe fluorescence polarization | inhibition, % at 2.79 µM | actives 1.3% (n = 370,000) | AID 652257;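 active means inhibition above about 21% made by adding two undisclosed values, limit read from the data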
Target sequence (Q99873 whole entry, looked up): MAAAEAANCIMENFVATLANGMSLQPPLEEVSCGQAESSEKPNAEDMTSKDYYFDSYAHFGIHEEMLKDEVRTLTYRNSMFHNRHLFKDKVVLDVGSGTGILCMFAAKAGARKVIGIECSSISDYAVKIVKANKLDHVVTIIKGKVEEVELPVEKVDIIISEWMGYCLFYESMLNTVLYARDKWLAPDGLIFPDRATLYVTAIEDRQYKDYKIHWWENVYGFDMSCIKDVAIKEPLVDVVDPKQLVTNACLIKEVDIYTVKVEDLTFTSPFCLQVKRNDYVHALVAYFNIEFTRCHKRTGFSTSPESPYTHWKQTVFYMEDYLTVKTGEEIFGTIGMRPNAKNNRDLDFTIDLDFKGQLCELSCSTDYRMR
TDP2 absorb: blocks human TDP2 phosphodiesterase activity; recombinant TDP2, T5PNP hydrolysis, p-nitrophenol absorbance 415 nm; inhibition, % at 12.8 µM; actives 0.34% (n = 370,000);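 active means inhibition above the mean of all tested compounds plus 3 SD, set per campaign, cut at about 25% in these data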;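 further: 0% = DMSO with enzyme and 100% = buffer with substrate but no TDP2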
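Assay system: Recombinant human TDP2 | Quantity: 120 nM TDP2 per well | Incubation: 2 h at 37 °C | Signal: Epi absorbance | Evaluation: Percent inhibition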
TCR-CD3 inh: human TCR-CD3 binding inhibition. TAMRA-labeled TCR probe fluorescence, biochemical. inhibition, % at 9.4 µM. actives 0.37% (n = 360,000). AID 651800; in the data active means inhibition above about 19%;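 further: recombinant mutant TCR 2C K166C tagged with TAMRA read by polarization; 0% = receptor in buffer alone and 100% = receptor with positive control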
rCAG RNA binder: molecules binding r(CAG) RNA repeats; r(CAG) RNA repeat, TO-PRO-1 dye displacement fluorescence; actives 1.3% (n = 370,000); AID 651821; inhibition, % at 3 µM;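 active means inhibition above the plate cutoff, the mean of all test compounds on that plate plus 3 SD, cut at about 35% in these data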;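 further: 0% = DMSO alone and 100% = 100 µM mitoxantrone as full dye displacement; higher means more dye released from RNA so lower well fluorescence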
PG9 binder: PG9 antibody binding by small molecule. TR-FRET gp120-PG9 antibody binding. inhibition, % at 6.7 µM. actives 0.43% (n = 360,000). AID 624416; in the data active means inhibition above about 8.5%
Rev-erbA mod: Rev-erb alpha (human) modulation; actives 0.79% (n = 370,000); activity, % at 10 µM; AID 1259318; Rev-erbα–FITC-DNA binding, fluorescence polarization, 90 min; P20393;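 active means activity above about 14%, limit read from the data; passing the limit was not always enough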;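 further: 0% = DMSO wells with 35 nM protein and 100% = DMSO wells with 750 nM protein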
Target sequence (P20393 whole entry, looked up): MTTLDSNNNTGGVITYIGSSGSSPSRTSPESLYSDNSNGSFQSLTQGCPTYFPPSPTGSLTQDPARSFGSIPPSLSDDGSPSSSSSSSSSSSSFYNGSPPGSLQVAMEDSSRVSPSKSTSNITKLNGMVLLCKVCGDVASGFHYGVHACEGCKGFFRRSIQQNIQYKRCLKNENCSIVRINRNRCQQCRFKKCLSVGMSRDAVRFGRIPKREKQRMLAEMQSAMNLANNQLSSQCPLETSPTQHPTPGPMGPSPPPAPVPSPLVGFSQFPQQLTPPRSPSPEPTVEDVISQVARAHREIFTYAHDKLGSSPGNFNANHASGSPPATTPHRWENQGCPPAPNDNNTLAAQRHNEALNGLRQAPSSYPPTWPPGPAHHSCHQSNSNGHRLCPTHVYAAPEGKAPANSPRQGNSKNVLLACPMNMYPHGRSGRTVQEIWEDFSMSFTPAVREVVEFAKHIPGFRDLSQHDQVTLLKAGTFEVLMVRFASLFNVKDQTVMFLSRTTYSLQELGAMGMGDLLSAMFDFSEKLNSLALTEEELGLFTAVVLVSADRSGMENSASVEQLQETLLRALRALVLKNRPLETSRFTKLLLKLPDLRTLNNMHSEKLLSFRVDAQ
SIAE inh: blocks human sialic acid acetylesterase; SIAE FP-Rh probe binding, fluorescence polarization; actives 0.69% (n = 370,000); AID 1053197; inhibition, % at 9.66 µM; Q9HAT2;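 active means inhibition above a cutoff: mean of compounds within the control limits plus 3 SD of those, cut at about 17% in these data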;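 further: 0% = plate median of compound wells and 100% = probe without SIAE protein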
LEDGF integ inh: blocks HIV-1 LEDGF/p75-dependent DNA integration. TR-FRET IN-LEDGF/p75 DNA integration, Eu/Cy5. inhibition, % at 3.7 µM. actives 0.64% (n = 370,000);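 active means inhibition above the screen-wide mean plus 3 SD, cut at about 13% in these data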;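 further: signal is the Cy5 over europium emission ratio at 671 and 618 nm; 0% = plate median of compound wells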
HTRA1 inh: inhibitors of human serine peptidase HTRA1 | Q92743 | recombinant HTRA1, FP-rhodamine activity-based probe, fluorescence polarization | inhibition, % at 5.96 µM | actives 0.5% (n = 340,000); in the data active means inhibition above about 36%;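 further: 0% = enzyme with DMSO and 100% = wells lacking enzyme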
ABHD4 inh: ABHD4 (mouse) inhibition, primary FP screen. purified mABHD4, FP-Rh probe fluorescence polarization. inhibition, % at 8.92 µM. actives 0.54% (n = 370,000);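 active means inhibition exceeding the mean over every tested compound plus 3 SD, cut at about 30% in these data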;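 further: 0% = plate median of compound wells and 100% = S159A mutant with DMSO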
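Assay system: mABHD4 protein; medium: HEPES pH 7.0, NaCl, Pluronic buffer; dosing: 8.92 µM, single dose; schedule: 45 min + 60 min at 25 °C; signal: FP readout, ex 525 nm / em 598 nm; read-out: normalized percent inhibition of probe labeling; repeats: single replicate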
An asterisk follows results filed as active; · = not tested or not shown. A portion of the library, so the mix of outcomes need not match the whole.

SMILES	PRMT1 FP inh	TDP2 absorb	TCR-CD3 inh	rCAG RNA binder	PG9 binder	Rev-erbA mod	SIAE inh	LEDGF integ inh	HTRA1 inh	ABHD4 inh
COc1ccccc1CNC(=O)CSc1ccc(-c2ccncc2)nn1	3	-9	-6	-4	-1.7	-5	-8	-5	2	3
CN1CCN(CCc2cn3ncc(C#N)c3nc2-c2ccc(F)cc2)CC1	0	5	1	-2	1.0	-1	-7	2	0	-3
COc1ccccc1N=c1sc2ccccc2n1C	-2	-8	10	-5	0.9	1	-1	1	1	-3
CC1Sc2ccccc2N(CC(=O)N(C(C)C)C(C)C)C1=O (configuration not stated)	2	-6	11	-5	-1.1	-3	0	-4	5	3
CN(c1ccccc1)S(=O)(=O)c1nnc(NC(=O)C2CCCCC2)s1	1	6	-1	1	-1.0	-2	0	-1	-1	0
C/C(=N\NC(=O)COc1ccccc1F)c1cc2ccccc2o1	-3	3	-2	2	-0.2	1	0	2	-13	5
O=C(Nc1ccc2c(c1)OCO2)C1Cc2c(-c3ccc4c(c3)OCO4)ccnc2O1 (configuration not stated)	-2	-5	11	6	0.1	8	-1	4	·	-1
COCc1nnc(NS(=O)(=O)c2ccc([N+](=O)[O-])cc2)s1	7	1	2	6	0.3	1	0	-1	5	3
COc1ccc(NC(=O)CN(c2ccc(Cl)cc2)S(C)(=O)=O)cc1OC	-2	10	4	-4	0.6	5	9	1	-1	-1
C[C@H](O)[C@@H]1CN2CCc3c([nH]c4c(-c5ccccc5)cccc34)[C@@H]2C[C@@H]1N(C)CC1CCCCC1	-1	3	·	4	·	-2	9	-3	·	2
CCOc1ccccc1NC(=O)Cc1cccs1	1	12	0	15	-1.4	-5	2	4	-7	2
COc1ccc(Cl)cc1NC(=S)NCc1ccccn1	1	-7	-2	6	-2.5	12	9	3	-3	-4

The closing 2 entries of the section above come first, to join the parts:
SMILES	PRMT1 FP inh	TDP2 absorb	TCR-CD3 inh	rCAG RNA binder	PG9 binder	Rev-erbA mod	SIAE inh	LEDGF integ inh	HTRA1 inh	ABHD4 inh
CCOc1ccccc1NC(=O)Cc1cccs1	1	12	0	15	-1.4	-5	2	4	-7	2
COc1ccc(Cl)cc1NC(=S)NCc1ccccn1	1	-7	-2	6	-2.5	12	9	3	-3	-4
COc1ccc(CCN(C)C(=O)C2CCN(Cc3cccc(OC)c3OC)CC2)cc1OC	7	-12	-7	-8	-0.8	-4	0	-8	4	-18
Cc1cc(Cl)ccc1C1=CC(=O)C[C@H](c2ccc(F)cc2)C1	-1	-6	-1	-2	-0.6	4	-1	-3	-19	-16
O=S(=O)(NCc1ccco1)N1CCCCCC1	-1	7	2	0	0.1	3	1	-1	5	-3
Cc1cccc(-n2ncc3c(N4CCC5(CC4)OCCO5)ncnc32)c1	1	-5	2	1	2.6	10	-12	-1	8	1
CNC(=O)COc1coc(CN2CCN(c3ccccc3F)CC2)cc1=O	-1	10	2	-2	-0.6	-1	-5	1	1	7
Cc1ccc(S(=O)(=O)Nc2cccc(C(=O)NCC(c3ccccc3)N(C)C)c2)cc1F (configuration not stated)	1	-2	1	-1	0.0	-4	-3	-1	-10	3
COc1cccc(C(=O)N2CCN(C(=O)C3COc4ccccc4O3)CC2)c1 (configuration not stated)	4	2	0	-1	3.2	-5	6	1	0	-4
Cc1cc(C)cc(NC(=S)N2CCN(S(=O)(=O)c3ccccc3)CC2)c1	-3	12	-7	1	-0.3	2	1	-3	-4	-5
N#Cc1ccsc1NC(=O)CSc1nncs1	26*	4	1	11	2.7	5	7	-5	10	15
N/C(=N/OC(=O)c1ccccc1Cl)c1nonc1N	0	-5	-6	0	-0.9	1	1	-1	-1	-1
COc1ccc(-c2csc(NC(=O)CSc3n[nH]c(N)n3)n2)cc1	9	12	4	7	-0.6	5	1	-3	-1	5
CC(=O)c1cccc(NC(=O)C2CCCN2S(=O)(=O)c2cccs2)c1 (configuration not stated)	3	0	-5	-2	0.0	0	-4	-1	6	7
Cc1ccc(OC(=S)Nc2ccc(F)cc2)cc1	0	-1	9	3	-0.4	0	-5	1	1	9
COc1cc(CN2CCC(n3nccc3NC(=O)c3ccc4c(c3)OCO4)CC2)ccc1O	-1	2	5	0	-2.8	-5	12	-3	-8	3
Cc1cccc(NC(=S)N2CCCCCC2)c1	-1	-6	-5	-5	1.1	0	1	-1	3	3
O=C(NC1CCCCC1)C(c1ccc(Cl)cc1)N1CCC2(CC1)OCCO2 (configuration not stated)	1	-9	-6	-4	-2.5	0	3	0	7	5
O=C(CSc1nc2nc3c(cc2c(=O)n1-c1ccccc1)CCCC3)Nc1ccccc1	0	-1	-4	3	18*	27*	-8	0	1	-7
COc1cccc(/C=N/NC(=O)c2ccccc2N(Cc2ccccc2)S(=O)(=O)c2ccccc2)c1OC	-2	-3	7	-1	-2.1	1	-14	-3	-56	-1
O=C(O)c1ccc([N+](=O)[O-])cc1	-1	-13	4	1	-3.1	0	-19	7	-1	-6
COCc1c(C(=O)N/N=C(/C)c2ccccc2)nnn1-c1nonc1N	0	-5	-10	0	-1.3	-4	7	1	-2	6
COc1ccc(CCNC(=O)/C=C/C(=O)O)cc1OC	11	-13	-1	1	-0.7	1	-3	-5	1	2
CCCC(O)(CCC)C(=O)NN(C(=O)CCl)c1cccc(C)c1	-2	-2	-1	-4	1.8	3	-1	0	4	2
CN(C)c1ccc(CNC(=O)C2(C)Cc3c(-c4cccc(C(F)(F)F)c4)ccnc3O2)cc1 (configuration not stated)	1	-7	8	1	-1.3	-2	4	-3	·	11
COc1cccc(-c2nc(CS(=O)(=O)CC(=O)NCCCc3ccccc3)c(C)o2)c1	-1	-23	-4	0	4.1	60*	1	2	1	-8

Sorted by heavy-atom count (descending): part of the list above.
SMILES	PRMT1 FP inh	TDP2 absorb	TCR-CD3 inh	rCAG RNA binder	PG9 binder	Rev-erbA mod	SIAE inh	LEDGF integ inh	HTRA1 inh	ABHD4 inh
CNC(=O)COc1coc(CN2CCN(c3ccccc3F)CC2)cc1=O	-1	10	2	-2	-0.6	-1	-5	1	1	7
Cc1cccc(-n2ncc3c(N4CCC5(CC4)OCCO5)ncnc32)c1	1	-5	2	1	2.6	10	-12	-1	8	1
COc1ccc(Cl)cc1NC(=S)NCc1ccccn1	1	-7	-2	6	-2.5	12	9	3	-3	-4
COc1ccccc1N=c1sc2ccccc2n1C	-2	-8	10	-5	0.9	1	-1	1	1	-3

Later entries.
SMILES	PRMT1 FP inh	TDP2 absorb	TCR-CD3 inh	rCAG RNA binder	PG9 binder	Rev-erbA mod	SIAE inh	LEDGF integ inh	HTRA1 inh	ABHD4 inh
CC(C)(C)c1ccc(-c2noc(CCC(=O)NCc3ccco3)n2)cc1	-3	-7	5	-3	-1.3	-3	2	1	-13	-11
CC(C)(C)c1ccc(C(=O)N2CCN(c3ncccn3)CC2)cc1	-1	1	-2	-8	1.1	-4	-1	-2	-1	-1
CCOC(=O)c1cc(-c2csc(N/N=C/c3ccccc3Cl)n2)on1	-1	4	2	9	0.7	3	10	5	2	7
COc1ccc(N2CCN(C(=O)C3Cc4ccccc4CN3C(=O)c3ccccc3)CC2)cc1 (configuration not stated)	1	-9	4	-2	-2.8	-4	6	4	5	2
O=C(COC(=O)c1cncc(Br)c1)NCc1ccc(F)cc1	3	7	-6	1	1.7	1	3	-1	-4	9
COc1ccccc1-c1ccc(SCC(=O)NCCc2ccccc2)nn1	9	-7	-3	-6	-0.1	8	-7	-6	2	5
COc1ccc(C(=O)O)cc1S(=O)(=O)N1CCN(c2ccccn2)CC1	-1	-1	7	-1	1.2	-1	2	1	0	1
Cc1cc(=O)oc2cc(OC(=O)c3ccco3)ccc12	0	-3	6	1	1.6	-7	-5	0	7	0
CCC(C)NC(=O)C1CCCCN1S(=O)(=O)c1ccc(F)cc1 (configuration not stated)	2	0	1	-3	0.2	2	-4	-2	-2	0
CCC(=O)Nc1nnc(CSCc2ccccc2)s1	-1	-5	-3	-5	-0.7	11	7	5	-1	3
CN(C)S(=O)(=O)NCCNC(=O)c1cc(OCC(F)(F)F)ccc1OCC(F)(F)F	7	-9	-3	-10	-0.8	3	-7	-4	-3	-10
Cc1ccc(Nc2nc(CSc3nnc(-c4ccncc4)n3C)cs2)cc1	-3	3	1	-3	-2.9	-3	7	-4	-11	-3
COc1ccc(C(=O)COC(=O)CCc2ccccc2)cc1	4	0	-11	-9	-0.8	-5	-3	-6	-6	6
CCCN(CCC)CCCNc1ccc2nnc(-c3ccc(F)cc3)n2n1	1	-2	9	-1	0.0	-3	0	-4	-3	-1
O=C1c2c(-c3ccc(Br)cc3)noc2CCN1Cc1cn(-c2ccccc2)nn1	-3	-10	-2	4	1.0	13	-3	-2	·	-10
O=C(NC1CCCc2ccccc21)c1ccc2c(c1)OCO2 (configuration not stated)	-3	-3	-1	-4	0.7	0	2	6	-1	1
COc1cc(OC)cc(C(=O)NCC(=O)OCC(=O)NC(C)CCc2ccccc2)c1 (configuration not stated)	-2	-1	2	2	0.5	-5	5	1	0	-1
CCN(C(=O)COC(=O)CCc1c[nH]c2ccccc12)c1c(N)n(Cc2ccccc2)c(=O)[nH]c1=O	2	1	-1	0	-1.7	-1	1	2	1	-1
COC(=O)c1cc(-c2ccc(Br)cc2)n[nH]1	0	6	7	2	1.0	6	-2	-3	-9	0
COc1ccccc1CN(C)C[C@@H]1OCc2cnnn2CCCC(=O)N([C@H](C)CO)C[C@H]1C	-6	-14	-1	0	0.0	-3	-9	7	-4	1
Cc1ccc(-c2c(C(=O)N/N=C/c3ccco3)nnn2-c2nonc2N)cc1	1	-3	7	3	-2.7	14	-3	3	-4	-2
CCn1c(=O)c(C(=O)CN2c3ccccc3CC2C)c(N)n(Cc2ccccc2)c1=O (configuration not stated)	3	3	-4	21	-0.6	0	4	0	38*	11
O=c1c2cnn(-c3ccc(F)cc3)c2ncn1Cc1cccnc1	0	1	6	-2	1.9	-3	-2	1	2	2
CSc1ccccc1C(=O)N1CCCC(CCC(=O)NCc2ccc(F)c(F)c2)C1 (configuration not stated)	-1	-3	2	-8	-3.3	0	0	3	2	1
COc1cc(C(=S)N2CCOCC2)ccc1OC(=O)c1ccc([N+](=O)[O-])cc1[N+](=O)[O-]	4	-10	4	1	-2.5	3	11	-1	1	5
CCOc1ccc(Cl)cc1S(=O)(=O)N1CCN(c2ccc(C)c(C)c2)CC1	-4	6	7	-2	-1.1	0	2	-2	-7	-1
O=C(CSc1nnc(NC(=O)c2ccccc2F)s1)Nc1ccccc1F	8	8	1	2	1.3	-3	9	-4	-1	5
CC(C)CNC(=S)Nc1ccc(Oc2ccccc2)cc1	2	0	-3	-1	-2.6	-5	3	-4	-11	1
CC(C)NCC(O)COC1C2CC3CC(C2)CC1C3 (configuration not stated)	-2	-9	-1	-1	-0.5	-4	1	2	5	-2
COCCN(C(=S)Nc1c(C)cccc1C)C(C)c1ccco1 (configuration not stated)	-1	15	-2	-2	-0.4	0	7	-3	5	-1
O=C(c1ccc(NS(=O)(=O)c2ccc(Cl)c(Cl)c2)cc1)N1CCOCC1	-7	-7	-5	6	-4.5	7	-6	6	2	-2
